C-LANA FP: inhibitors of KSHV C-LANA binding to DNA, primary screen, biochemical, fluorescence polarization, FAM-LBS DNA, MBP-C-LANA, single point; 0.078% of 340,000 active; Kaposi's sarcoma herpesvirus LANA C-terminal domain (residues 932-1162) DNA binding; inhibition, % at 9 µM;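 active = highest replicate inhibition at or above 60% at 9 µM, even if other replicates fall short; inactive = all replicates below 60% inhibition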;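 also: 0% = neutral control wells and 100% = 4 µM acridine orange control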
CAL-PDZ inh HTS: untagged CAL PDZ binding inhibitors, primary screen, biochemical, fluorescence polarization, HTS; Golgi-associated PDZ and coiled-coil motif-containing protein (Homo sapiens), Q9HD26; purified CAL PDZ, TMR-peptide fluorescence polarization, 1 h; inhibition, % at 24.9 µM; 0.92% of 300,000 active; AID 602252, 2012;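 active = mean inhibition of at least 30% with at least half of replicates also reaching 30%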;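 also: 0% = DMSO neutral control and 100% = excess unlabeled competitor peptide PRC23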
Keap1-Nrf2 PPI: Keap1-Nrf2 protein-protein interaction inhibitors, primary screen, biochemical, fluorescence polarization, single point. Keap1 Kelch-Nrf2 peptide fluorescence polarization, 1536-well. AID 504523, 2011. 0.15% of 340,000 active. Kelch-like ECH-associated protein 1 (Homo sapiens), Q14145. inhibition, % at 9.4 µM; in the data active = inhibition above about 12%;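 also: human Keap1 Kelch domain with fluorescein labeled Nrf2 9mer peptide probe; 0% = neutral control wells and 100% = peptide positive control; higher means more block of Keap1 binding to Nrf2 peptide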
Target sequence (Q14145 whole entry, looked up, the tested form may be a part): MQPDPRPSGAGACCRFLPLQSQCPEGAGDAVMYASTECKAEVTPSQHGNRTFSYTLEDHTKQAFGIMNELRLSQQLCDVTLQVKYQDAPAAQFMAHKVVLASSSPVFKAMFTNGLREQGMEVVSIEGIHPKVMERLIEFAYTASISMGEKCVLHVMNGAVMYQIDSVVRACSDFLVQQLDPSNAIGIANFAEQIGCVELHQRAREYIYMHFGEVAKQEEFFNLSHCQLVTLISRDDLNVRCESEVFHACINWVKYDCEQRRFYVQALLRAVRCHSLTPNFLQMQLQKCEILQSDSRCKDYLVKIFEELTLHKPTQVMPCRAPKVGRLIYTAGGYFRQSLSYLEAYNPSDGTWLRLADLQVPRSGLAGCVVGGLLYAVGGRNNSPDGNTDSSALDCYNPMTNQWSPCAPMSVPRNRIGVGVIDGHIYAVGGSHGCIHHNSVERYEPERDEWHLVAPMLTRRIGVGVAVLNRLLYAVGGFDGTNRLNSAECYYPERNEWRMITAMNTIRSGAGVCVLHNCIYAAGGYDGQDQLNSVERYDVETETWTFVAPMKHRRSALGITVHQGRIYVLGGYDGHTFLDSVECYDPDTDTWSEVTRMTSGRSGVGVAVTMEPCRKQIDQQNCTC
cardiac RTF act: cardiac RTF calcium sensitivity activators, primary screen, biochemical, IANBD-TnC fluorescence, EC20 calcium; IANBD-labeled TnC RTF fluorescence at EC20 calcium; 0% EC20 calcium, 100% full calcium; AID 493008, 2010; 0.24% of 340,000 active; activation, % at 7.2 µM;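 active = activation above the mean over all tested compounds plus 3 SD, cut at about 30% in these data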;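 also: rise in fluorescence read as greater calcium sensitivity of cardiac thin filaments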
OPRM1-OPRD1 inv: inverse agonists of MOR-DOR heterodimerization, primary screen, cell-based, luminescence; Mu-type opioid receptor (Homo sapiens) + Delta-type opioid receptor (Homo sapiens), …; cell-based MOR-DOR heterodimer luminescence, inverse agonism; AID 504357, 2011; 0.21% of 340,000 active; inhibition, % at 9.3 µM; in the data active = inhibition above about 22%, passing the limit was not always enough;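 also: 0% = cells with DMSO and 100% = wells without cells with DMSO; values of inactives mirror those of a sister screen read the other way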
HTR5A ag ctr: HTR5A agonists in luminescence cell assay, primary screen, counter-screen for OPRM1-OPRD1 heterodimer agonist project, full-deck HTS; cell-based; activation, % at 9.3 µM; 0.61% of 340,000 active; AID 504692, 2011; in the data active = activation mostly above about 9.5%, no sharp cut-off; inactive = mostly below about 7.6%;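 also: 0% = cells with vehicle only and 100% = reference agonist; strong numbers were not always called active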
Target sequence (P47898 whole entry, looked up): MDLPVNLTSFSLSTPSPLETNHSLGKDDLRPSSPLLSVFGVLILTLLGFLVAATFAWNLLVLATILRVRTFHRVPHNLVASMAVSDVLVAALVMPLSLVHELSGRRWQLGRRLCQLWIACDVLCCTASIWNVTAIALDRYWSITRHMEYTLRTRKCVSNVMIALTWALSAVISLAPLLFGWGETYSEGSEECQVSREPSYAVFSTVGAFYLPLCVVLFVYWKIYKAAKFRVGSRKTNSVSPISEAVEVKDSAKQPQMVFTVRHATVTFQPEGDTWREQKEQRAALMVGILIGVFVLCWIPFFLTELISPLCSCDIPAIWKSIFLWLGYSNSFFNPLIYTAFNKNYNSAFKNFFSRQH
MOR-DOR ag: agonists of OPRM1-OPRD1 heterodimerization, primary screen, cell-based, luminescence; Mu-type opioid receptor (Homo sapiens) + Delta-type opioid receptor (Homo sapiens), …; cells; activation, % at 9.3 µM; 0.3% of 340,000 active; AID 504326, 2011; in the data active = activation above about 18%;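 also: 0% = vehicle-treated cells and 100% = reference agonist; values of inactives mirror those of a sister screen read the other way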
V-ATPase pHluor: regulators of yeast V-ATPase proton pumping, primary screen, pHLuorin cytosolic pH fluorescence; S. cerevisiae; response, % at 10 µM; 0.37% of 350,000 active; in the data active = response mostly above about 7.3%, no sharp cut-off; inactive = mostly below about 5.4%; also: actives read high; inactives centre near 0; some compounds called inactive have numbers as strong as hits; reference of the scale not given here
HTR5A inv ag: HTR5A inverse agonists in luminescence cell assay, primary screen, counter-screen for OPRM1-OPRD1 heterodimer inverse agonist project, full-deck HTS; 5-hydroxytryptamine receptor 5A (Homo sapiens), P47898; HTR5A cell line, inverse agonism; inhibition, % at 9.3 µM; 0.083% of 340,000 active; AID 504634, 2011; in the data active = inhibition mostly above about 23%, no sharp cut-off; inactive = mostly below about 18%;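 also: 0% = cells with DMSO and 100% = no-cell wells with DMSO; some compounds called inactive have numbers as strong as hits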
Cardiac RTF inh: cardiac RTF calcium sensitivity inhibitors, primary screen, biochemical, IANBD-TnC fluorescence, EC70 calcium. Troponin I, cardiac muscle (Homo sapiens) + Troponin T, cardiac muscle (Homo sapiens) + …. IANBD-labeled cardiac RTF, Ca2+ fluorescence. inhibition, % at 7.15 µM. 0.12% of 340,000 active. AID 493244, 2011;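 active = inhibition above the mean inhibition of all tested compounds plus 3 SD, cut at about 17% in these data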;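 also: assay run at fixed EC70 calcium of 1.6 mM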
The depositor's hits bear a star; . = no result given.

Key to letters – A = C-LANA FP; B = CAL-PDZ inh HTS; C = Keap1-Nrf2 PPI; D = cardiac RTF act; E = OPRM1-OPRD1 inv; F = HTR5A ag ctr; G = MOR-DOR ag; H = V-ATPase pHluor; I = HTR5A inv ag; J = Cardiac RTF inh
SMILES: COc1cccc(/C=N/NC(=O)C(=O)N2CCCC2)c1O
  A = 0.7 | B = -2 | C = -2 | D = -5 | E = 22 | F = -2 | G = -4.7 | H = 0 | I = -2 | J = -1

SMILES: COc1cc(SC)ccc1C(=O)OCC(=O)NCCC1=CCCCC1
  A = 0.6 | B = -3 | C = 4 | D = 3 | E = -5 | F = 3 | G = 0.8 | H = 2 | I = -8 | J = -10

SMILES: COc1ccc(NC(=O)c2cccc(NC(=O)C3C4CC5OC(=O)C3C5C4)c2)c(OC)c1 (stereo not drawn)
  A = -2.2 | B = -1 | C = -1 | D = -4 | E = 20 | F = -5 | G = -4.8 | H = 0 | I = 7 | J = -6

SMILES: O=C(N/N=C/c1ccc2cccc(OCc3ccccc3)c2n1)c1ccc(Cl)cc1
  A = -2.2 | B = -10 | C = 3 | D = 2 | E = -16 | F = 7 | G = 2.6 | H = 1 | I = -22 | J = -1

SMILES: CCOC(=O)c1sc(NC(=O)CSc2nc(-c3ccco3)cc(C(F)(F)F)n2)c(C(=O)OCC)c1C
  A = -0.3 | B = -7 | C = -4 | D = 2 | E = 10 | F = 1 | G = -2.0 | H = -3 | I = -10 | J = -2

SMILES: COc1cc(OC)cc(C(=O)Oc2c(CN3CCOCC3)cc(Cl)c3cccnc23)c1
  A = -1.3 | B = 1 | C = 1 | D = -2 | E = -14 | F = -2 | G = 2.5 | H = -1 | I = 7 | J = -9

SMILES: COc1ccccc1C1=NOC(C)(c2sc(-c3ccccc3)nc2C)C1 (stereo not drawn)
  A = -1.1 | B = -2 | C = -4 | D = 9 | E = -14 | F = 0 | G = 2.6 | H = 11 | I = 11 | J = 1

SMILES: O=C(CCl)NCCCN(C(=O)C(Cl)Cl)c1ccc([N+](=O)[O-])cc1
  A = 0.2 | B = -1 | C = 1 | D = -5 | E = 13 | F = -3 | G = -2.6 | H = -2 | I = -7 | J = 2

SMILES: CC(=O)Nc1ccc(NC(=O)C(C)OC(=O)c2ccc(S(=O)(=O)N3CCCCCC3)cc2)cc1 (stereo not drawn)
  A = 2.5 | B = 5 | C = -7 | D = -1 | E = 5 | F = 1 | G = -1.0 | H = -5 | I = -3 | J = 2

SMILES: CN(Cc1nc(CCc2ccccc2)no1)Cc1cccs1
  A = -0.9 | B = -1 | C = -2 | D = -1 | E = -7 | F = 0 | G = 1.3 | H = -2 | I = 4 | J = -1

SMILES: Cc1nn(C)c(C)c1NS(=O)(=O)c1ccc(Cl)s1
  A = -0.7 | B = 0 | C = 3 | D = 7 | E = 4 | F = 10 | G = -1.2 | H = 5 | I = -9 | J = -13

SMILES: CC(=O)c1cccc(NC(=O)CSc2ccc(-c3ccccn3)nn2)c1
  A = 1.7 | B = -3 | C = 0 | D = -2 | E = 21 | F = 3 | G = -4.1 | H = -3 | I = 2 | J = 2

SMILES: Cn1c(COc2ccc(Cl)cc2)nc2ccccc2c1=O
  A = -1.0 | B = 0 | C = -8 | D = 6 | E = 1 | F = -1 | G = -0.1 | H = -2 | I = 1 | J = -6

SMILES: COc1ccc(C[C@H]2CN3C(=NC[C@@H]3Cc3ccc(O)cc3)N2C[C@H](C)NC(=O)CCC2CCCCC2)cc1
  A = -0.5 | B = 0 | C = -7 | D = -1 | E = 6 | F = -4 | G = -1.0 | H = -7 | I = -5 | J = 9

SMILES: CCOC(=O)N1CCN(S(=O)(=O)c2ccc(C(=O)N(CCCN(C)C)c3nc4c(C)c(C)ccc4s3)cc2)CC1
  A = 0.7 | B = 0 | C = 2 | D = -7 | E = 10 | F = 4 | G = -2.1 | H = 0 | I = 13 | J = 6

SMILES: O=C1c2ccccc2C(=O)N1CCCc1c[nH]c2ccccc12
  A = 0.0 | B = 2 | C = 6 | D = -9 | E = -7 | F = 2 | G = 1.5 | H = 0 | I = 34 | J = -8

SMILES: O=C(CSc1nc(-c2ccccc2Cl)ns1)Nc1ccc2c(c1)OCO2
  A = -0.3 | B = -2 | C = -1 | D = 0 | E = 6 | F = -3 | G = -1.1 | H = -2 | I = 7 | J = -5

SMILES: CCNS(=O)(=O)c1ccc(CCC(=O)N2CCN(C(=O)OCC)CC2)cc1
  A = -0.1 | B = . | C = -1 | D = -1 | E = 7 | F = -3 | G = -1.4 | H = 2 | I = 6 | J = 1

SMILES: CCc1ccc(N(C(=O)c2csnn2)C(C(=O)NC(C)(C)CC)c2cccnc2)cc1 (stereo not drawn)
  A = 1.2 | B = . | C = 0 | D = -3 | E = 13 | F = 4 | G = -2.4 | H = -3 | I = 0 | J = 5

SMILES: C/C(CC(=O)Nc1ccc(C)c(Cl)c1)=N\NC(=O)c1ccncc1
  A = -1.3 | B = -5 | C = -2 | D = 8 | E = 7 | F = -4 | G = -1.3 | H = -2 | I = 10 | J = 0

SMILES: CCCCc1cc(=O)oc2cc(OC(C)C(=O)NCc3ccccn3)c(Cl)cc12 (stereo not drawn)
  A = -2.2 | B = -4 | C = 0 | D = 4 | E = 2 | F = -4 | G = -0.5 | H = 4 | I = 6 | J = -5

SMILES: CC(=O)c1cc2c(cc1N/C(=N/S(=O)(=O)c1ccccc1)c1ccc(Cl)cc1)OCO2
  A = -0.7 | B = -1 | C = -1 | D = 4 | E = 15 | F = 4 | G = -3.4 | H = -2 | I = -17 | J = 2

SMILES: O=[N+]([O-])c1ccc(Oc2ccc(F)cc2Br)c2ccncc12
  A = -2.1 | B = -1 | C = -4 | D = -3 | E = -35 | F = 1 | G = 7.7 | H = 1 | I = -7 | J = 0

SMILES: CCOC(=O)c1cc(=O)n(Cc2ccccc2C)c2ccccc12
  A = 1.8 | B = 1 | C = -1 | D = 4 | E = -20 | F = -2 | G = 3.7 | H = 1 | I = -17 | J = -7

SMILES: COc1ccccc1C=NN=Cc1ccccc1O
  A = -3.2 | B = 0 | C = 1 | D = 3 | E = -24 | F = -2 | G = 5.5 | H = 3 | I = 9 | J = -4

SMILES: CC(=O)Oc1ccc2oc(/C=C/N(C)C)c([N+](=O)[O-])c2c1
  A = -0.3 | B = -3 | C = 0 | D = -8 | E = 28 | F = -3 | G = -5.5 | H = 7 | I = 10 | J = -1

SMILES: COc1ccc(Nc2nc3ccc(C)cc3cc2C#N)c(OC)c1
  A = -0.7 | B = -3 | C = -9 | D = 19 | E = -13 | F = 0 | G = 2.5 | H = -2 | I = 0 | J = -12

SMILES: O=C(CN1CCCCCCC1)NC(=O)NC1CCCCC1
  A = 0.0 | B = -6 | C = -4 | D = -1 | E = 1 | F = -1 | G = -0.1 | H = 3 | I = 2 | J = -19

SMILES: CCCCn1c(N)c(N(CCOC)C(=O)c2cccc(OCc3ccccc3)c2)c(=O)[nH]c1=O
  A = 0.2 | B = -1 | C = -3 | D = -5 | E = 8 | F = 2 | G = -1.2 | H = 0 | I = -7 | J = 10

SMILES: COc1ccc(CCNC(=O)CN2C(=O)COc3ccc(S(=O)(=O)N4CCOCC4)cc32)cc1OC
  A = 0.3 | B = -5 | C = -7 | D = 4 | E = 9 | F = 3 | G = -1.7 | H = 2 | I = -1 | J = -11

SMILES: Cc1ccccc1OC(C)C(=O)Nc1ccc2c(c1)OCCO2 (stereo not drawn)
  A = 1.3 | B = 6 | C = 4 | D = 1 | E = 1 | F = 4 | G = -0.3 | H = 1 | I = -10 | J = -4

SMILES: CC(=O)NC(CC(=O)O)c1ccccc1 (stereo not drawn)
  A = -1.3 | B = 5 | C = 1 | D = -5 | E = 11 | F = -1 | G = -2.2 | H = -5 | I = -15 | J = 3

SMILES: CCOC(=O)N1CCC(NCCNC(=O)c2ccco2)CC1
  A = -2.6 | B = . | C = 1 | D = 1 | E = 10 | F = 2 | G = -1.9 | H = 4 | I = -4 | J = -2

SMILES: COc1ccc(/C=N/Nc2nnc(Cc3ccccc3)c(=O)[nH]2)cc1OC
  A = -1.3 | B = -5 | C = 1 | D = 3 | E = 3 | F = -5 | G = -0.6 | H = -5 | I = 1 | J = 5

SMILES: COc1ccc(/C(C#N)=C/c2ccccn2)cc1
  A = -0.3 | B = -3 | C = 1 | D = 3 | E = 3 | F = 0 | G = -0.5 | H = 2 | I = 2 | J = -4

SMILES: Nc1nc2c(ncn2COC(CO)CO)c(=O)[nH]1
  A = 4.9 | B = 0 | C = 1 | D = -4 | E = 9 | F = 1 | G = -1.6 | H = -1 | I = -2 | J = -17

SMILES: CCCc1nc(SCC(=O)N2CCC(Cc3ccccc3)CC2)c2c(=O)n(C)c(=O)n(C)c2n1
  A = 2.4 | B = 1 | C = -2 | D = 4 | E = -5 | F = -2 | G = 0.8 | H = 3 | I = -27 | J = -2

SMILES: C/C(=N/NC(=O)c1cccs1)c1cccs1
  A = 0.2 | B = . | C = 0 | D = -2 | E = 4 | F = 1 | G = -0.8 | H = 1 | I = 1 | J = -6

SMILES: C[C@H](CO)N1C[C@H](C)[C@@H](CN(C)C(=O)Nc2ccc(C(F)(F)F)cc2)Oc2ccc(NS(=O)(=O)c3ccc(F)cc3)cc2C1=O
  A = 1.4 | B = -2 | C = -3 | D = -3 | E = 11 | F = -3 | G = -2.0 | H = -1 | I = 13 | J = -4

SMILES: CCCC(O)(c1ccc(OC)cc1)C(CN(C)C)c1ccccc1 (stereo not drawn)
  A = -1.2 | B = . | C = -2 | D = -2 | E = 15 | F = 0 | G = -2.7 | H = 0 | I = -1 | J = -2

SMILES: Cc1ccccc1-c1noc(-c2cccs2)n1
  A = -1.7 | B = -14 | C = -6 | D = 19 | E = -50 | F = 5 | G = 8.5 | H = 2 | I = -15 | J = -11

SMILES: O=C(CN1C(=O)c2ccccc2S1(=O)=O)c1cccc(Br)c1
  A = -0.2 | B = -3 | C = 0 | D = -9 | E = 13 | F = -3 | G = -2.4 | H = -5 | I = -10 | J = 3

SMILES: O=c1c2c([nH]c3ccc(Br)cc13)CCCC2
  A = 0.7 | B = -1 | C = -1 | D = 8 | E = -16 | F = 3 | G = 2.7 | H = -1 | I = -22 | J = 6

2 compounds from above, reduced to Cardiac RTF inh and CAL-PDZ inh HTS:
structure | Cardiac RTF inh | CAL-PDZ inh HTS
O=C(CN1CCCCCCC1)NC(=O)NC1CCCCC1 | -19 | -6
CCCCn1c(N)c(N(CCOC)C(=O)c2cccc(OCc3ccccc3)c2)c(=O)[nH]c1=O | 10 | -1
